Compound activity from PubChem.
MCF10A rereplic – inducers of DNA re-replication in MCF 10A breast cells | MCF 10A DNA re-replication, Hoechst nuclear intensity, 48 h | Potency, µM (titrated, usually from 46.1 µM), for the others: top-dose activity, positive = re-replication, most hits filed as activators | 350,000 tested, 2.9% active | AID 624296; further: potency means the concentration at half of the fitted maximal effect; % of control where 0% means no effect; nearly all actives have a fitted effect of over 50% in size
IL-1B inflam inh – blocks inflammasome-driven IL-1 beta release; activity change, % at 57.5 µM; 360,000 tested, 4.7% active; THP-1 LPS/ATP IL-1B secretion, AlphaLISA, 16 h; active compounds read low; AID 743279; in the data active means activity change below about -50%; inconclusive means mostly about -30% to -49%; further: on the % scale 0 is the no-effect control and ±100 the full control effect
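THP-1 cells pretreated 1 hr with compounds (up to 57.5 uM final), then stimulated with LPS (250 ng/mL final) plus ATP (1.25 mM final); secreted IL-1B measured by AlphaLISA after 16 hr, decreased signal indicating inhibition.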
SW480 rerep – DNA re-replication induction in SW480 cells | SW480 DNA re-replication, Hoechst DNA content imaging, 48 h | Potency, µM (doses to about 46.1 µM), for the others: top-dose re-replication activation, most hits filed as activators | 340,000 tested, 1.8% active | AID 624297; further: potency means the concentration at half of the fitted maximal effect; % of control where 0% means no effect; nearly all actives have a fitted effect of over 55% in size
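Quantitative HTS format with DMSO vehicle controls; 48 hr drug incubation at 37 C, then 40 min Hoechst staining and scanning imager measurement at 405 nm excitation.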
HT1080NT lethal – kills 2HG-producing HT-1080-NT fibrosarcoma cells; HT-1080-NT fibrosarcoma viability, CellTiter-Glo ATP luminescence, 48 h; Potency, µM (series often up to 46.1 µM), inactives show at the top dose activity, negative = less viability, most hits filed as cytotoxic; 360,000 tested, 1.6% active; AID 686970;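 further: NT is the 2HG producing partner of a matched IDH1 knockdown line; potency means the concentration at half of the fitted maximal effect; 0% = DMSO-treated cells and -100% = media-only wells without cells; nearly all actives have a fitted effect of over 55% in size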
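Fibrosarcoma NT cells, 750 per well in 5% FBS RPMI, were exposed to compound for 48 hours. Viability: CellTiter-Glo luminescence.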
KB-3-1 tox – KB-3-1 parental cell cytotoxicity; Potency, µM (series often up to 46.1 µM), for the others: top-dose activity change, negative = cytotoxic, actives largely listed as cytotoxic; 400,000 tested, 1.4% active; AID 1347075; KB-3-1 viability, CellTiter-Glo ATP luminescence, 72 h; further: potency means the concentration at half of the fitted maximal effect; on the % scale 0 is the no-effect control and ±100 the full control effect; nearly all actives have a fitted effect of over 60% in size
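Multi-concentration cytotoxicity screen in KB-3-1 cells grown in DMEM lacking phenol red with 10% FBS. After 72 h at 37 °C with compound, ATP-dependent luminescence was recorded.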
HT1080 IDH1KD tx – toxicity to HT-1080 IDH1 knockdown cells (counter line). Potency, µM (titrated, usually from 46.1 µM), without a hit: at the highest dose activity, negative = toxicity, actives largely listed as cytotoxic. 360,000 tested, 2% active. HT-1080 IDH1 knockdown viability, ATP luminescence, 48 h;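 further: potency means the concentration at half of the fitted maximal effect; 0% = DMSO wells and -100% = cell-free medium wells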
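CellTiter-Glo luminescence after 48 h compound exposure at 37 degrees C of IDH1-knockdown HT-1080 cells in 5% FBS RPMI. %Activity scaled between DMSO wells and cell-free media wells, with curves fitted and assigned curve classes.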
ATXN2 expr inh – reduces ATXN2 reporter expression in HEK-293 cells; HEK-293 ATXN2-luciferase reporter, luminescence, 24 h; Potency, µM (titrated, usually from 57 µM), without a hit: top-dose activity change, negative = inhibition, most hits filed as inhibitors; 360,000 tested, 0.72% active; further: potency means the concentration at half of the fitted maximal effect; on the % scale 0 is the no-effect control and ±100 the full control effect; nearly all actives have a fitted effect of over 55% in size
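ATXN2-luciferase reporter cells (luciferase flanked by upstream and downstream ATXN2 gene portions) were treated 24 h at 37 °C with compounds at up to 57 uM. SteadyGlo luminescence gave expression; GF-AFC fluorescence gave viability.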
KB-V1 MDR tox – KB-V1 MDR subline cytotoxicity. KB-V1 MDR cells viability, CellTiter-Glo, 72 h. Potency, µM (highest dose often 46.1 µM), inactives show top-dose activity change, negative = cytotoxicity, actives largely listed as cytotoxic. 400,000 tested, 3.4% active; further: potency means the concentration at half of the fitted maximal effect; on the % scale 0 is the no-effect control and ±100 the full control effect; nearly all actives have a fitted effect of over 60% in size
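Following 72 h at 37 degrees C with compound, KB-V1 cell viability was read by CellTiter-Glo luminescence, medium being phenol-red-free DMEM plus 10% FBS; concentration-response parameters came from normalized, curve-fitted qHTS data.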
WRN inhibitor – blocks human WRN helicase; Q14191; WRN helicase unwinding, fluorescent forked duplex, kinetic; Potency, µM (doses to about 114 µM), inactives show at the top dose activity change, negative = inhibition, most hits filed as inhibitors; 360,000 tested, 0.46% active; further: potency means the concentration at half of the fitted maximal effect; on the % scale 0 is the no-effect control and ±100 the full control effect; nearly all actives have a fitted effect of over 55% in size
Target sequence (Q14191 whole entry, looked up): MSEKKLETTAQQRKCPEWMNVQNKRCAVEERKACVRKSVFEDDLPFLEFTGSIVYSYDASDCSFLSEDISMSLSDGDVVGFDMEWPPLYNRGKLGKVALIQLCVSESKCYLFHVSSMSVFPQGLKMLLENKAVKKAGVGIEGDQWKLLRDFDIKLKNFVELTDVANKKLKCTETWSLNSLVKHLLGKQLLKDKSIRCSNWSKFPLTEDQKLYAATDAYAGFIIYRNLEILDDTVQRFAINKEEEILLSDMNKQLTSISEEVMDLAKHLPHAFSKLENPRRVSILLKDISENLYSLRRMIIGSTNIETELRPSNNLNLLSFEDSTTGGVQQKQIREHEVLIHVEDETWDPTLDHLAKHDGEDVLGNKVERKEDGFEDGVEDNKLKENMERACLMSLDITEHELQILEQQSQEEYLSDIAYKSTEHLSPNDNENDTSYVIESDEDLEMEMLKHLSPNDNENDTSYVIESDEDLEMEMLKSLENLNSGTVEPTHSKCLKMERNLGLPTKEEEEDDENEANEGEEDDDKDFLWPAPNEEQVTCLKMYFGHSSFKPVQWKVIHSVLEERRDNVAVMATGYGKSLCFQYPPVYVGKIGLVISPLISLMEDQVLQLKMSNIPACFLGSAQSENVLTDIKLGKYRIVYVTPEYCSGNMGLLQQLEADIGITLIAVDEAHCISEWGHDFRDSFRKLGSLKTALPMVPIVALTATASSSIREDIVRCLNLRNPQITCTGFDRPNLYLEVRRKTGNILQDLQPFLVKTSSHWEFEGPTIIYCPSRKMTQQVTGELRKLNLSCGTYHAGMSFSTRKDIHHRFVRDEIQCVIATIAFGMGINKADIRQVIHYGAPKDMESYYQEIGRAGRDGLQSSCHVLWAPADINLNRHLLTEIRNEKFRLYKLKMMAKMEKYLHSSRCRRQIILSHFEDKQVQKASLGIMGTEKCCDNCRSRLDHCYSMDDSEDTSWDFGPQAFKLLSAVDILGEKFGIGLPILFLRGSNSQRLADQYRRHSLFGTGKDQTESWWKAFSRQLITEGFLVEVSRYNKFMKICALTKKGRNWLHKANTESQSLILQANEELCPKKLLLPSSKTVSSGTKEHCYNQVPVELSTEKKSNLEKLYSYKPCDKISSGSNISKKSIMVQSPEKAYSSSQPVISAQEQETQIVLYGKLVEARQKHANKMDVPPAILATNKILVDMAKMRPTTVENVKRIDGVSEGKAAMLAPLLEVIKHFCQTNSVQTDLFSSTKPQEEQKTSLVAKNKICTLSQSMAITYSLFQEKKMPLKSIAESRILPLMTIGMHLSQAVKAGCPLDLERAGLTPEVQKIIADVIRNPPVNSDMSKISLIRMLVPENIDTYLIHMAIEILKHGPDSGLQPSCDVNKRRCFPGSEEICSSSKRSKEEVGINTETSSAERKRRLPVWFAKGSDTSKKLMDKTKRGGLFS
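Kinetic fluorescence helicase assay: unwinding of a quenched forked DNA duplex (100 nM final) with 2 mM ATP final raises red fluorescence (525/598 nm). Compounds sat 15 min at room temperature with 20 nM WRN beforehand.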
An asterisk follows results filed as active; ? = inconclusive; · = no result given; [ ] = remark or other dose. Unless noted, the call rests on the fitted dose curve; in most records, active means well fitted curve in the direction sought with a large enough effect; inconclusive means small, poorly fitted or top-dose-only effect, or another doubt; inactive means no such curve, though single readings can be large; an effect the other way counts as inactive or inconclusive.

SMILES | MCF10A rereplic | IL-1B inflam inh | SW480 rerep | HT1080NT lethal | KB-3-1 tox | HT1080 IDH1KD tx | ATXN2 expr inh | KB-V1 MDR tox | WRN inhibitor
CCCc1[nH]n(-c2ccc([N+](=O)[O-])cc2)c(=O)c1C=NCCCn1ccnc1 | 27% | -23 | -7% | -15% | -11% | -4% | -27% | -25% | 3%
COc1ccc(N(C(=O)c2ccco2)C(C(=O)NC2CCCC2)c2ccc(N(C)C)cc2)cc1 (stereo not drawn) | -1% | -21 | 12% | -14% | -4% | -28% | 0% | 0% | -7%
CCc1ccc(NC(=O)CSc2nc(C)cs2)cc1 | · | -6 | · | -5% | -5% | -6% | · | 1% | 0%
O=C(CSc1nnc(CNC(=O)c2ccco2)o1)NC1CCCC1 | 2% | -2 | -6% | 20% | -4% | 9% | 3% | 3% | 1%
Cc1cc(S(=O)(=O)NCCCn2ccnc2)c(C)cc1Cl | -8% | -14 | 0% | -9% | -10% | -14% | 0% | -13% | 6%
CCCCN(C)CCNC(=O)C1CCN(S(=O)(=O)c2cccc3nsnc23)CC1 | -1% | 19 | -19% | 3% | 3% | 15% | · | 5% | -8%
CN(C)C(=O)CSc1nnc(-c2cccs2)n1-c1ccccc1 | 4% | 1 | 25% | 15% | 4% | 9% | -5% | -2% | 4%
CN(C(=O)CSc1nnc(-c2ccc(F)cc2)n1C)C1CCS(=O)(=O)C1 (stereo not drawn) | 5% | -15 | ? | 11% | 23% | 17% | 5% | ? | -4%
COc1cc2c(cc1NC(=O)CSc1nnc(COc3ccc(Cl)cc3)n1C)oc1ccccc12 | 20% | ? | ? | ? | -14% | ? | -33% | -5% | -7%
CCOC(=O)[C@]12CCCC=C1N(Cc1ccccc1)C(=O)[C@H](CC(=O)N1CCC(c3ccccc3)CC1)C2 | · | -5 | · | ? | -18% | -23% | · | ? | -3%
COCCN(Cc1ccc(C)c(Br)c1)C(=O)Cn1cnc(S(=O)(=O)N2CCCC2)c1 | ? | 6 | -4% | 0% | -8% | 4% | -7% | 14% | 1%
CN(C)c1ccc(C(=S)N2CCOCC2)cc1 | 0% | 27 | -1% | 1% | 0% | 0% | 10% | 0% | 12%
S=C(Nc1ccccc1Cl)N1CCCC(c2ccccc2)=N1 | 13µM* | · | ? | -17% | -7% | -20% | -1% | ? | -4%
Cc1ccnc(NS(=O)(=O)c2ccc(NC(=O)Cc3ccccc3)cc2)n1 | 16% | 0 | 0% | 2% | 1% | -4% | 10% | 0% | 7%
O=C(COc1ccccc1)Nc1ccccc1F | ? | -1 | -1% | 22% | 16% | 10% | 36%[activator] | 22% | -26%
O=C(Cn1ncc2c3ccccc3n(Cc3ccccc3)c2c1=O)NCCCN1CCCC1=O | 7% | -3 | -16% | 4% | -3% | -8% | 9% | -6% | 1%
CCCn1c(=O)c2ccccc2n2c(SCCOc3ccc(OC)cc3)nnc12 | -14% | -4 | -2% | -5% | -12% | 1% | -7% | 0% | -1%
c1ccc(-c2cc(-c3ccncc3)nc3ccc4ccccc4c23)cc1 | 15µM* | -25 | ? | ? | 0% | -30% | ? | ? | -22%
Cc1ccc2nc(SCC(=O)Nc3ccc(F)cc3F)nc(=O)n2c1 | 2% | -4 | -6% | 5% | 4% | 14% | 18% | 8% | -7%
COc1cc2c(cc1OC)C(=S)NC1(CCCC1)C2 | -47%[inhibitor] | ? | 21% | -6% | 0% | -6% | -7% | -18% | 2%
Cc1[nH]n(-c2ccccc2)c(=O)c1N=Nc1ccc2c(c1)OCCO2 | -13% | 12 | -2% | 11% | 0% | 15% | 35% | 0% | 2%
CCCCCCCCN1C(=O)[C@H](CC(=O)N2CCSCC2)C[C@@]2(C(=O)OC)CCCCC=C12 | · | -68* | · | ? | -4% | ? | ? | ? | 2%
O=C(c1ccco1)N1CCN(C(=O)c2ccc(CS(=O)c3ccc(F)cc3)o2)CC1 (stereo not drawn) | -3% | -9 | -1% | 10% | 7% | 11% | -10% | 0% | 0%[57.1 µM]
CCN(CC)c1ccc(/C=N/N2CCOCC2)c(O)c1 | ? | -3 | ? | 1% | 6% | 1% | 39%[activator] | -11% | 0%
NC(=O)CN1C(=O)C2C3CCC(C3)C2C1=O (stereo not drawn) | · | -28 | · | -6% | 15% | ? | · | 23% | -1%
The list continues.
SMILES | MCF10A rereplic | IL-1B inflam inh | SW480 rerep | HT1080NT lethal | KB-3-1 tox | HT1080 IDH1KD tx | ATXN2 expr inh | KB-V1 MDR tox | WRN inhibitor
Cc1c(NS(=O)(=O)c2ccc3c(c2)c(=O)n(C)c(=O)n3C)c(=O)n(-c2ccccc2)n1C | -1% | 15 | -2% | 1% | 3% | 1% | -8% | 8% | -10%
CC(=O)N[C@@H](Cc1ccc(O)cc1)CN1C(N)=NC[C@@H]1CC(C)C | 2% | 14 | -13% | 13% | 4% | 7% | 6% | -3% | 4%
Cc1occc1C(=O)N/N=C/c1ccc[nH]1 | -30% | -9 | -8% | 2% | -7% | 3% | 20% | 9% | 3%
Cc1ccc2nc3nc(NCC4CCCO4)c(C(=O)NC4CCCC4)cc3c(=O)n2c1 (stereo not drawn) | 2.6µM* | 11 | 15% | -1% | -10% | 4% | 8% | -16% | 11%
CC(C)[C@H](NC(=O)[C@@H]1Cc2ccccc2CN1)C(=O)Nc1ccc2c(c1)OCCO2 | -38%[inhibitor] | 34 | 3% | 2% | 10% | -7% | 15% | 14% | 5%
O=C(COC(=O)CCC(=O)c1ccc(F)cc1)NCCc1ccccc1 | -12% | 18 | -15% | 10% | ? | 5% | 3% | ? | 1%
COc1ccc(-c2nc(CS(=O)(=O)CC(=O)NC3CCCCC3C)c(C)o2)cc1 (stereo not drawn) | 10% | 16 | 27% | 1% | -4% | 6% | -10% | -21% | 5%
CCc1c(C)nc2ncnn2c1NCCc1ccc(Cl)cc1 | 5% | -20 | -7% | -29% | -24% | -14% | -21% | ? | -10%
COc1cc(F)ccc1-c1cc(C(=O)NCC2CCCCC2)[nH]n1 | · | -19 | · | 29% | 0% | -1% | 3% | 5% | -8%
Cc1ccc(S(=O)(=O)N2CCN(C(=O)CN3C(=O)NC(C)(CCC(C)C)C3=O)CC2)c(C)c1 (stereo not drawn) | -2% | -1 | 8% | -7% | -15% | -5% | -9% | -6% | 0%
O=C1c2ccccc2C(Nc2ccc(-c3nc4ccccc4[nH]3)cc2)N1Cc1ccco1 (stereo not drawn) | 3% | -2 | 4% | -4% | ? | -14% | 11% | 1% | -1%
Cc1cccc(C)c1NC(=O)C1CCCN1S(=O)(=O)c1ccc(-c2ccc(=O)[nH]n2)s1 (stereo not drawn) | -2% | 3 | 16% | 1% | 7% | 2% | -7% | 2% | 1%
COC(c1ccc(Cl)cc1)(c1ccc(Cl)cc1)C(Oc1nc(C)cc(C)n1)C(=O)O (stereo not drawn) | 2% | 36 | -6% | -20% | 2% | -9% | · | 22% | 6%
CCC(C)c1ccc(NC(=S)NC2CCN(Cc3ccccc3)CC2)cc1 (stereo not drawn) | ? | -94* | ? | 18µM* | ? | ? | ? | ? | -36%[57.1 µM]
Cc1sc(NC(=O)CN(Cc2ccc(F)cc2)C(=O)C(C)(C)C)c(C(N)=O)c1C | 11% | 25 | -10% | -1% | -6% | -10% | -19% | -28% | -6%
CCOc1ccc(-n2cc(-c3ccccc3)c3c(N4CCOCC4)ncnc32)cc1 | ? | -88* | 2% | ? | 0% | ? | 3%[11.3 µM] | -23% | -24%
COc1ccc(/C=N/NC(=O)c2ccc(-c3ccccc3)cc2)cc1O | 26% | -26 | 12% | -23% | -27% | -26% | -36% | ? | -28%
CC(C)(C)C1=CC(=Nc2ccccc2N)C=C(C(C)(C)C)C1=O | -6% | -113* | ? | ? | ? | ? | 14% | ? | -14%
CCNC(=O)C1(C)CCN(C(=O)c2cccnc2SC)C1 (stereo not drawn) | · | 36 | · | ? | 0% | 17% | 11% | -2% | -1%

In the list so far, these contain a Cl atom:
SMILES | MCF10A rereplic | IL-1B inflam inh | SW480 rerep | HT1080NT lethal | KB-3-1 tox | HT1080 IDH1KD tx | ATXN2 expr inh | KB-V1 MDR tox | WRN inhibitor
Cc1cc(S(=O)(=O)NCCCn2ccnc2)c(C)cc1Cl | -8% | -14 | 0% | -9% | -10% | -14% | 0% | -13% | 6%
COc1cc2c(cc1NC(=O)CSc1nnc(COc3ccc(Cl)cc3)n1C)oc1ccccc12 | 20% | ? | ? | ? | -14% | ? | -33% | -5% | -7%
S=C(Nc1ccccc1Cl)N1CCCC(c2ccccc2)=N1 | 13µM* | · | ? | -17% | -7% | -20% | -1% | ? | -4%
CCc1c(C)nc2ncnn2c1NCCc1ccc(Cl)cc1 | 5% | -20 | -7% | -29% | -24% | -14% | -21% | ? | -10%
COC(c1ccc(Cl)cc1)(c1ccc(Cl)cc1)C(Oc1nc(C)cc(C)n1)C(=O)O (stereo not drawn) | 2% | 36 | -6% | -20% | 2% | -9% | · | 22% | 6%
